Compound activity: PubChem BioAssay, The Scripps Research Institute Molecular Screening Center
Tn6 DDE FP – inhibitors of Tn6 peptide binding to fibrin DD(E), primary screen, biochemical, fluorescence polarization, human fibrin, Tn6 probe; Fibrinogen beta chain (Homo sapiens), P02675; Fibrin DD(E) TRITC-Tn6 fluorescence polarization displacement; inhibition, % at 8.3 µM; actives 0.21% (n = 370,000);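 active means inhibition above a per-campaign cutoff: mean of compounds within control limits plus 3 SD, cut at about 15% in these data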;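 further: 0% = median of all compound wells on the plate and 100% = blocking peptide control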
LEDGF integ inh – blockers of LEDGF/p75-dependent integrase strand transfer – biochemical, TR-FRET, high throughput, primary screen | inhibition, % at 3.7 µM | actives 0.64% (n = 370,000) | TR-FRET IN-LEDGF/p75 DNA integration, Eu/Cy5;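 active means inhibition above the screen-wide mean plus 3 SD, cut at about 13% in these data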;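 further: signal is the Cy5 over europium emission ratio at 671 and 618 nm; 0% = plate median of compound wells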
ADAM10 inh – human ADAM10 inhibitors, primary screen, biochemical, QFRET, HTS; Disintegrin and metalloproteinase domain-containing protein 10 (Homo sapiens), O14672; recombinant ADAM10, EDANS/DABCYL FRET peptide cleavage, 3 h; AID 720582, 2013; actives 0.62% (n = 370,000); inhibition, % at 7 µM;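 active means inhibition above a per-campaign cutoff equal to the mean of compounds falling between control-based bounds plus 3 SD, cut at about 20% in these data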;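 further: 0% = DMSO wells while the 100% control is not disclosed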
Target sequence (O14672 214-748 limits assumed): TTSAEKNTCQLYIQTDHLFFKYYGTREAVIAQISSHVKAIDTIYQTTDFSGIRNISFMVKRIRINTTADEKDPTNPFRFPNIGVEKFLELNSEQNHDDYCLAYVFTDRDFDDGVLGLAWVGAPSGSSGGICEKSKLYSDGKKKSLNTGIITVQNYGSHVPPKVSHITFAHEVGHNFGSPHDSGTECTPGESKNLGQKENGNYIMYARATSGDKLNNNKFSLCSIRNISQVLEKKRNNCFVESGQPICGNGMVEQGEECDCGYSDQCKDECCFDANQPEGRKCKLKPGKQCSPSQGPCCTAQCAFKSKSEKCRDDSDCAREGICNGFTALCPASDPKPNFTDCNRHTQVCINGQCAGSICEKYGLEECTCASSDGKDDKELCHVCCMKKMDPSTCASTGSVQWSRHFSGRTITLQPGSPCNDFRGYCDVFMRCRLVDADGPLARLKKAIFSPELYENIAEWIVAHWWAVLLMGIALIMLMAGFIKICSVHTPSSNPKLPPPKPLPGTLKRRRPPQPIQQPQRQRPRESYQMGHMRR
ARFGAP1 inh – inhibitors of rat ARFGAP1 GAP activity, primary screen, biochemical, fluorescence polarization, GDP tracer; actives 0.26% (n = 360,000); inhibition, % at 16.5 µM; ADP-ribosylation factor GTPase-activating protein 1 (Rattus norvegicus), Q62848; Arfgap1-stimulated ARF1 GTP hydrolysis, GDP FP detection;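 active means inhibition above a per-plate limit, mean inhibition of low control wells plus 3 SD, cut at about 25% in these data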;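 further: 0% = DMSO wells with enzyme and 100% = wells lacking Arfgap1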
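Assay system: Rat Arfgap1 GAP domain (His6, aa 1-136), purified enzyme | Buffer or medium: HEPES 25 mM pH 7.5, NaCl 150 mM, MgCl2, DTT | Schedule: GTP hydrolysis reaction 2 h at 25 °C | Signal: FP of antibody-bound GDP Alexa 633 tracer, ex 620/em 688 nm | Measure: Percent inhibition of Arfgap1-stimulated GTP hydrolysis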
ADAM17 inh – ADAM17 inhibitors, primary screen, biochemical, QFRET; Disintegrin and metalloproteinase domain-containing protein 17 (Homo sapiens), P78536; inhibition, % at 6.95 µM; recombinant ADAM17, EDANS/DABCYL FRET peptide cleavage; actives 0.83% (n = 370,000);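 active means inhibition above the mean of compounds lying between control limits plus 3 SD, set per campaign, cut at about 8.5% in these data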;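 further: 0% = DMSO-only wells as the low control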
ASAP1 GAP inh – inhibitors of human ASAP1 ArfGAP activity, primary screen, biochemical, fluorescence polarization; actives 0.19% (n = 360,000); Arf-GAP with SH3 domain, ANK repeat and PH domain-containing protein 1 (Homo sapiens), …; ASAP1-stimulated ARF1 GTP hydrolysis, GDP FP detection; inhibition, % at 16.5 µM; AID 624377, 2012; in the data active means inhibition above about 25%;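 further: 0% = vehicle with enzyme and substrate and 100% = no enzyme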
proKLK7 act – proKLK7 zymogen activators, primary screen, biochemical, fluorescence intensity; actives 0.9% (n = 370,000); purified proKLK7, EDANS-DABCYL substrate fluorescence; 100% is mature enzyme control, 0% vehicle; Kallikrein-7 (Homo sapiens), P49862; activation, % at 7 µM;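 active means activation above the mean of all tested compounds plus 3 SD, computed per campaign excluding outliers beyond control limits, cut at about 13% in these data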
Tn7 DDE FP – inhibitors of Tn7 peptide binding to fibrin DD(E), primary screen, biochemical, fluorescence polarization, human fibrin, Tn7 probe; inhibition, % at 8.3 µM; actives 0.13% (n = 370,000); FP displacement of FITC-Tn7 peptide from fibrin DD(E); 0% = median of compound wells per plate; Fibrinogen beta chain (Homo sapiens), P02675;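 active means inhibition above the mean of compounds falling within the control limits plus 3 SD of them, cut at about 14% in these data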;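 further: 0% = plate median of compound wells and 100% = 10 µM Aha-Tn7 peptide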
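system = human fibrin DD(E) protein | quantity = DD(E) 2 µM final | medium = Tris/NaCl/CaCl2 buffer, pH 7.8 | also added = labelled Tn7 tracer, 0.1 µM | compound dosing = single point at 8.3 µM | timing = compound with protein 10 min, then 3 h after probe, room temperature | signal = FP measurement | benchmarks = Aha-Tn7 high control | repeats = one replicate per compound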
PLC-gamma1 inh – PLC-gamma1 enzyme inhibitors, primary screen, biochemical, fluorescence, purified enzyme. 1-phosphatidylinositol 4,5-bisphosphate phosphodiesterase gamma-1 (Homo sapiens), P19174. AID 720700, 2013. inhibition, % at 12.2 µM. actives 0.84% (n = 370,000). fluorogenic substrate; in the data active means inhibition above about 9.5%
TDP2 absorb – human TDP2 enzyme inhibitors, primary screen, biochemical, epi absorbance, recombinant enzyme. Tyrosyl-DNA phosphodiesterase 2 (Homo sapiens), O95551. T5PNP hydrolysis, p-nitrophenol absorbance 415 nm. inhibition, % at 12.8 µM. actives 0.34% (n = 370,000). AID 720702, 2013;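 active means inhibition above the mean of all tested compounds plus 3 SD, set per campaign, cut at about 25% in these data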;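 further: 0% = DMSO with enzyme and 100% = buffer with substrate but no TDP2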
Target sequence (O95551 whole entry, looked up): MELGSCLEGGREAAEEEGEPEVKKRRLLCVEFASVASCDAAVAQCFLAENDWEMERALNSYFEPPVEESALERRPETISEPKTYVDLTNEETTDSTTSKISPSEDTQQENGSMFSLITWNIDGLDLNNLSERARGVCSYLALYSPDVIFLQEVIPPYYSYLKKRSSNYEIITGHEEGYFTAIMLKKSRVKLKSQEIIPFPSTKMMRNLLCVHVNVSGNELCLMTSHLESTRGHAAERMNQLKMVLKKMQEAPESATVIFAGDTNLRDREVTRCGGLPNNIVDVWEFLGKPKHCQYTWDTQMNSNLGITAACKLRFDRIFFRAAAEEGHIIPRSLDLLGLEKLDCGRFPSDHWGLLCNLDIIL
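System: recombinant human TDP2 / Amount: 120 nM TDP2 per well / Also added: 5 mM T5PNP chromogenic substrate / Doses: 12.8 µM single point, 1% DMSO / Incubation: 2 h at 37 °C / Detection: p-Nitrophenol epi absorbance / Evaluation: % inhibition relative to enzyme-containing and enzyme-free wells / Repeats: singlicate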
Starred values were filed as active, the others as inactive; i = inactive; nt = no result given.

PLC-gamma1 inh,ADAM17 inh,Tn7 DDE FP,proKLK7 act,TDP2 absorb,ARFGAP1 inh,ASAP1 GAP inh,ADAM10 inh,Tn6 DDE FP,LEDGF integ inh,structure
-2,0,1,0.2,6,6,5,4,-2,4,Nc1nnnn1CC(=O)N/N=C/c1cc([N+](=O)[O-])ccc1Cl
-1,-1,3,-77,-4,11,-4,2,3,-3,CC(=O)Nc1ccc(Nc2nc3c(S(=O)(=O)c4ccc(C)c(C)c4)nnn3c3ccccc23)cc1
0,-2,0,-0.4,-8,-6,-7,-2,-1,6,CC(C)C1CC2=C(C(=O)OC(C)(C)O2)C(c2ccc(F)cc2)O1 (centres undefined)
4,4,3,-0.4,6,5,2,-1,-9,4,C=C(C)CNC(=S)N/N=C/c1ccc(NC(C)=O)cc1
13*,-1,3,-0.1,-12,5,5,-4,-4,6,COc1ccc(CN(C)CC(=O)Nc2ccc(Cl)cc2C(F)(F)F)c(OC)c1
2,3,-3,-0.3,-4,5,16,8,-8,4,CCN(CC)S(=O)(=O)c1cccc(C(=O)Nc2ccc3c(c2)OCO3)c1
-4,2,-9,-0.9,17,1,-10,-4,-5,0,Cc1nc(C)c(-c2ccc(SCC(=O)Nc3ccc(F)cc3F)nn2)s1
0,-1,-4,0.1,-7,-1,-5,0,2,-2,C/C(=N\NC(N)=O)C1(C)CCCCC1
5,2,-1,0.6,-15,-1,3,4,-10,5,NS(=O)(=O)c1cccc(NC(=O)c2ccc3nc[nH]c3c2)c1
6,-4,-4,-0.4,9,4,0,-6,-9,0,O=C(Nc1nnc(-c2ccccc2)o1)C1CCCN1S(=O)(=O)c1cccs1 (centres undefined)
-1,0,2,-0.2,-8,-15,-4,-2,7,-2,COCCNC(=O)c1onc(CSc2cccc(OC)c2)c1C(=O)O
0,-2,-2,0.1,1,8,13,3,0,1,COC(=O)c1[nH]c(C)c(/C(O)=C2\C(=O)C(=O)N(CCN3CCOCC3)C2c2cccs2)c1C (centres undefined)
-243,-36,-5,-8.2,-2,-4,-1,-111,4,3,CC(=O)c1cc2c(cc1NC(=O)Nc1cccc(Cl)c1)OCCO2
0,-4,3,0.1,-1,-16,-4,-11,5,0,C=CCn1c(=O)/c(=C/c2ccc(Cl)cc2)s/c1=C(\C#N)c1nnc2n1CCCCC2
2,-7,-1,-0.3,-9,-10,2,0,1,3,CCOc1cc(/C=N\NC(=O)c2ccc(NC(=O)C(C)(C)C)cc2)ccc1OC(=O)c1ccc(OC)cc1
2,1,-6,-0.4,-1,-1,-14,-5,-1,-1,COc1cccc(C(=O)NCC(=O)OCC(=O)Nc2cc(OC)c([N+](=O)[O-])cc2C)c1
-2,-1,-4,0.2,-2,-5,1,-10,-14,4,CC(C)NCc1nnc(-c2ccccc2Cl)o1
1,-2,0,0.1,5,1,2,-6,0,1,COc1ccc(CN2CCC[C@]3(N[C@H](c4ccccc4)[C@@H]4C(=O)N(C)C(=O)[C@@H]43)C2=O)cc1
9,5,-3,0.0,-19,-2,11,-1,-3,3,CCc1ccc(NC(=O)NCCN2CCN(c3ccc(OC)cc3)CC2)cc1
3,3,-5,0.0,0,6,9,7,-1,1,Clc1ccc(OCCSc2ncccn2)c2ccccc12
-1,-1,1,0.5,-2,5,-14,6,5,0,O=C1CN=C(Nc2ccc(Cl)cc2)N1c1ccccc1
-2,-6,2,0.4,2,-15,0,-2,11,2,N#C/C(=C/c1cn(CC(=O)O)c2ccccc12)C(=O)Nc1ccccc1
i,-327,1,23*,6,nt,nt,i,-5,0,Cc1ccc(-c2c(NC(=O)C3CC3)nc3ncccn23)cc1
1,-4,-2,0.5,11,nt,nt,-3,-1,2,COC(=O)[C@]12C[C@H](CC(=O)N3CCCC3)C(=O)N(Cc3ccco3)C1=C[C@H](COCc1ccccc1)O[C@@H]2C
-1,-3,-6,0.3,-3,5,0,-3,-4,2,Cc1ccc(C(=O)O)cc1[N+](=O)[O-]
-2,0,3,0.1,-6,-1,-1,-4,2,0,CCc1ccc(C(=O)OCC(=O)Nc2cccc(S(=O)(=O)NC3=NCCCCC3)c2)cc1
-3,-4,-4,0.6,-10,5,-4,-15,-4,-3,CCN(CC)C(=O)c1ncn2c1C(=O)N(C)CC2
-1,0,-9,-0.1,-11,-7,18,15,-2,0,COc1ccccc1NC(=O)c1c([N+](=O)[O-])cnn1C
0,-1,4,-0.3,9,0,-5,-3,-6,-1,O=C(/C=C(\O)c1ccccc1)C(=O)NNC(=O)c1ccccc1[N+](=O)[O-]
-366,-83,1,55*,-11,-5,2,-275,-3,4,Cc1nn2c3ccccc3n(CCN3CCCCC3)c2nc1=O

Filtered by structure: those above containing a thiophene ring, fused or not
PLC-gamma1 inh,ADAM17 inh,Tn7 DDE FP,proKLK7 act,TDP2 absorb,ARFGAP1 inh,ASAP1 GAP inh,ADAM10 inh,Tn6 DDE FP,LEDGF integ inh,structure
6,-4,-4,-0.4,9,4,0,-6,-9,0,O=C(Nc1nnc(-c2ccccc2)o1)C1CCCN1S(=O)(=O)c1cccs1 (centres undefined)
0,-2,-2,0.1,1,8,13,3,0,1,COC(=O)c1[nH]c(C)c(/C(O)=C2\C(=O)C(=O)N(CCN3CCOCC3)C2c2cccs2)c1C (centres undefined)

Other structures follow:
PLC-gamma1 inh,ADAM17 inh,Tn7 DDE FP,proKLK7 act,TDP2 absorb,ARFGAP1 inh,ASAP1 GAP inh,ADAM10 inh,Tn6 DDE FP,LEDGF integ inh,structure
1,4,1,0.1,-12,8,-5,9,6,5,CC12CCC(C(NC(=S)NN)C1=O)C2(C)C (centres undefined)
1,-1,0,0.4,10,-1,12,-1,1,3,COc1ccc([N+](=O)[O-])cc1N(CC(O)CN1C(=O)NC(C)(C)C1=O)S(=O)(=O)c1ccccc1 (centres undefined)
3,-2,7,0.9,0,-4,3,-10,-2,1,CSc1ccc(CN2CCC(C)(Oc3ccc(F)cc3)C2)cc1 (centres undefined)
9,2,10,0.2,-16,-3,1,5,-3,7,S=c1[nH]nc(-c2cc(-c3ccccc3)n[nH]2)n1/N=C/c1ccc(Cl)cc1
2,2,-4,0.2,-6,12,8,10,5,4,Cc1ccc(S(=O)(=O)n2ccc3cccnc32)cc1
1,2,-1,-0.2,-5,-1,-10,1,9,-3,CCOc1cc(/C=N/O)ccc1OCc1ccc([N+](=O)[O-])cc1
-1,-4,0,0.3,16,3,-2,-5,4,-3,CC(C)(C)C1CCC(=NNC(=O)C(=O)NCc2cccnc2)CC1 (centres undefined)
1,-2,-8,-0.6,0,-3,-2,-5,1,1,Cc1n[nH]c(C)c1CCc1nc2c3ccccc3nc(SCC(N)=O)n2n1
1,-2,-4,-0.6,13,7,-3,-2,5,-1,O=C(c1ccccc1)N(Cc1cccs1)C1CCS(=O)(=O)C1 (centres undefined)
0,-3,1,0.0,1,-1,-2,-5,-8,-1,CCc1ccccc1NC(=O)c1cccs1
2,-6,5,0.5,-8,3,-12,0,5,-7,O=C(O)CC(NC(=O)C1CCCCC1)c1cc([N+](=O)[O-])ccc1Cl (centres undefined)
2,-1,-6,0.0,0,3,8,-10,2,4,CN(Cc1nc2ccc(F)cc2[nH]1)C(=O)C1CCC(=O)N(C2CC2)C1 (centres undefined)
2,-4,0,-0.4,6,7,5,4,-5,-2,Cn1c(SC2=CS(=O)(=O)c3ccccc32)nc2ccccc21
3,4,-10,0.1,4,6,3,8,-2,4,COc1ccc2oc(C)c(C(N)=O)c2c1
9,3,7,-0.9,-14,-11,-1,4,6,0,COc1ccc(C)cc1NC(=O)c1ccccc1NS(=O)(=O)c1cccc2cccnc12
2,0,0,-0.1,-1,nt,nt,0,5,-4,O=C(OCc1cn(Cc2cccc(F)c2)nn1)N1CCOCC1
-1,-1,-6,0.0,7,0,-16,2,1,0,O=C(COc1ccc(F)cc1)N1CCCCCCC1
0,-5,5,-0.1,6,5,-5,4,-4,-4,O=C(Nc1cnccn1)c1csc2ccccc12

PLC-gamma1 inh: what is marked active above
PLC-gamma1 inh,ADAM17 inh,Tn7 DDE FP,proKLK7 act,TDP2 absorb,ARFGAP1 inh,ASAP1 GAP inh,ADAM10 inh,Tn6 DDE FP,LEDGF integ inh,structure
13*,-1,3,-0.1,-12,5,5,-4,-4,6,COc1ccc(CN(C)CC(=O)Nc2ccc(Cl)cc2C(F)(F)F)c(OC)c1
